# High-throughput results from PubChem BioAssay.
# V1aR counter – activates human V1a receptor in oxytocin agonist counter-screen. P37288. CHO-V1R cells, Fluo-8 calcium fluorescence, agonist mode; 0% DMSO, 100% 3 nM vasopressin. activation, % at 3 µM. 320,000 compounds, 0.25% hits. AID 2797;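 active = activation above the mean activation of all tested compounds plus 3 SD, per screening run, cut at about 20% in these data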;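 also: signal is peak over basal fluorescence ratio across a 100 second FLIPR read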
# Target sequence (P37288 whole entry, looked up): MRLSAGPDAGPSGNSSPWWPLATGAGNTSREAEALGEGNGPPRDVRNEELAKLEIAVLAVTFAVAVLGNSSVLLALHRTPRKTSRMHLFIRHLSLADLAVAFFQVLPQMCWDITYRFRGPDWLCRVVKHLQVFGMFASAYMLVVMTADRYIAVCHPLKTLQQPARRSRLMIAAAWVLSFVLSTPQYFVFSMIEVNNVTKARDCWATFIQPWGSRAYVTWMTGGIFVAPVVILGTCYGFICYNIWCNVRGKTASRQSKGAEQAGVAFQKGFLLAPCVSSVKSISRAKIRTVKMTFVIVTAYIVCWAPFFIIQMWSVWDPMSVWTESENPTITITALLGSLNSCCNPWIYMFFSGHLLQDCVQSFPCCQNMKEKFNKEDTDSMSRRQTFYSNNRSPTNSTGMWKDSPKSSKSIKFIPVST
# GalR3 antagonist – antagonists of human GalR3; HEK293 GalR3-CNG cAMP membrane potential fluorescence; galR3 body fused to GalR1 C-terminus; inhibition, % at 3 µM; 360,000 compounds, 0.44% hits; AID 651719;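 active = inhibition above the screen-wide average plus 3 SD, cut at about 13% in these data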;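 also: forskolin and galanin both at EC90 stimulate the cells; cAMP rise reported by CNG channel membrane potential dye signal; 0% = forskolin plus galanin with DMSO and 100% = forskolin alone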
# Target sequence (O60755 1-299 limits assumed): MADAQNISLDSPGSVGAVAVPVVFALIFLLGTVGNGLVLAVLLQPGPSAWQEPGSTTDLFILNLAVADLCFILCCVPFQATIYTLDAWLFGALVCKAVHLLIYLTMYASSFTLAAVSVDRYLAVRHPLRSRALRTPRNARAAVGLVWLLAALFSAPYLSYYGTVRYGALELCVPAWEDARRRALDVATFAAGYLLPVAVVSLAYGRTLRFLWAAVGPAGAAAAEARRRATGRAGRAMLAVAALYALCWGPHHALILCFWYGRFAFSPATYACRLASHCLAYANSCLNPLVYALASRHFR
# OXTR ag – agonists of human oxytocin receptor; CHO-OTR cells, Fluo-8 calcium fluorescence; normalized: DMSO 0%, oxytocin 100%; 320,000 compounds, 0.32% hits; AID 2435; activation, % at 3 µM; P30559;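 active = activation above the mean of all tested compounds plus 3 SD, cutoff set per screening run, cut at about 20% in these data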;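 also: peak over basal fluorescence ratio from a 100 s FLIPR kinetic read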
# Target sequence (P30559 whole entry, looked up): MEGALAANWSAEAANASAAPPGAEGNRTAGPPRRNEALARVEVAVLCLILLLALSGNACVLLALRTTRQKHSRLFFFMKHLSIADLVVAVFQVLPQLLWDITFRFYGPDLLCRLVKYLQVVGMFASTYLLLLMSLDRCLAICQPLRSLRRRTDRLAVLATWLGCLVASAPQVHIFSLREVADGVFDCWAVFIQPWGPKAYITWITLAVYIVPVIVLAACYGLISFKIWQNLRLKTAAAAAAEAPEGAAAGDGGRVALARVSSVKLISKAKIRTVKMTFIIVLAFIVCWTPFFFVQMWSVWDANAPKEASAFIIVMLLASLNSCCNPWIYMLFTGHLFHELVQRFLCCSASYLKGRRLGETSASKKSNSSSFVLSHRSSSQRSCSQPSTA
# The depositor's hits bear a star.
SMILES,V1aR counter,GalR3 antagonist,OXTR ag
O=C(NC1CCCCC1)c1ccc2c(c1)S(=O)(=O)c1ccccc1C2=O,-1.4,-1,-0.8
COc1ccc(-c2csc(NC(=O)CS(=O)(=O)c3ccccc3)n2)cc1,3.7,-4,2.9
CCN(CC(=O)Nc1c(F)cccc1F)C(=O)c1cc([N+](=O)[O-])ccc1N1CCCCC1,-0.5,-3,-2.4
CCOc1ccc(C(=O)NCC(=O)NNC(=O)c2cc(C)oc2C)cc1OCC,2.1,-7,1.2
Cc1cccc(CC(=O)NCCS(=O)(=O)N2CCN(c3cccc(Cl)c3)CC2)c1,1.6,-2,2.1
CCc1cc(C(=O)N2CCN(C(=O)c3ccco3)CC2)sc1C,-0.1,-5,0.2
CC(=O)Nc1ccc(NC(=O)C(C)OC(=O)C2CCC2)cc1 (centres undefined),0.3,5,-0.5
Cc1ccc(SCC(=O)OCC(=O)NC(C)c2ccc(F)cc2)cc1 (centres undefined),-0.4,-5,-2.1
CC(C)(C)OC(=O)C[C@@H]1C/C=C\C[C@H](CC(=O)N[C@H](CO)Cc2ccccc2)C(=O)N2CCC[C@H]2COC1=O,1.2,-1,0.0
Cc1cc(C)c2sc(N(CCCN(C)C)C(=O)c3ccc(S(=O)(=O)N(C)C4CCCCC4)cc3)nc2c1,-0.7,-6,13
CC(C)(C)OC(=O)C[C@H]1C/C=C\C[C@@H](CC(=O)N(CCO)Cc2ccccc2)C(=O)N[C@H](Cc2c[nH]c3ccccc23)COC1=O,-0.2,-4,-0.6
Nn1c(SCC(=O)NC2CCCCC2)nnc1-c1ccccc1F,-0.7,-4,0.2
CCCc1cc(=O)[nH]c(SCC(=O)c2c(N)n(CC(C)C)c(=O)n(C)c2=O)n1,0.3,-3,-0.4
COc1ccc2c(c1)OC[C@H]1[C@@H]2N2C(=O)[C@@H](C)NC(=O)[C@@]2(C)[C@H]1c1ccccc1,0.4,-6,-0.1
CC1CCCN(C(=O)C2CCN(S(=O)(=O)c3ccccc3)CC2)C1 (centres undefined),-0.1,-2,1.1
COc1ccc([C@H]2CC(=O)C=C(c3ccc(Cl)c(F)c3)C2)cc1,0.2,-4,0.8
C=C[C@@H]1c2c(F)cccc2N(S(=O)(=O)c2ccc(C)cc2)[C@H](c2ccc(OC(C)=O)cc2)C1(C#N)C#N,2.0,-4,0.5
Cn1nc(C(=O)NNC(=O)c2ccc(Cl)cc2)ccc1=O,1.2,8,0.8
Cc1noc(C)c1S(=O)(=O)Nc1ccc2c(c1)C(=O)N([C@H](C)CO)C[C@H](C)[C@@H](CN(C)S(=O)(=O)c1ccc(F)cc1)O2,1.7,0,0.2
O=C(COc1ccc(Br)cc1)Nc1ccc(N2CCOCC2)cc1N1CCOCC1,0.3,-1,0.5
CCCCOc1ccc(C(=O)NCC(=O)NNC(=O)C2COc3ccccc3O2)cc1 (centres undefined),-1.1,-5,-1.8
CCCCn1c(N)c(N(CCOC)C(=O)c2ccc(S(=O)(=O)N(CC)c3ccccc3)cc2)c(=O)[nH]c1=O,0.2,-2,0.2
COc1cc(Cl)c(NC2=CC(=O)C(=O)c3ccccc32)c(OC)c1,-0.2,-3,-1.4
COc1cc(NC(=O)C2CC(=O)N(Cc3ccco3)C2)c(OC)cc1Cl (centres undefined),0.2,-4,0.2
O=C(c1ccc(Cl)cc1Cl)N1CCN(c2ccc(N3CCOCC3)nn2)CC1,0.2,4,0.1

# (cont.)
SMILES,V1aR counter,GalR3 antagonist,OXTR ag
N#CCCN(C(=O)COC(=O)CCC(=O)c1cccs1)c1ccccc1,1.4,-4,3.9
CC(C)CCN(C(=O)C1=COCCO1)c1c(N)n(Cc2ccccc2)c(=O)[nH]c1=O,3.4,-4,-0.1
COc1ccc2c(c1)OC[C@H]1[C@H]2N2C(=O)CN(Cc3ccco3)C(=O)[C@@]2(C)[C@H]1c1ccccc1,0.0,0,0.1
CCOC(=O)c1c(NC(=O)CSc2nnc(-c3ccc(Cl)cc3)o2)sc2c1CCC2,0.1,-1,0.7
CN(C)S(=O)(=O)c1cccc(NC(=O)c2ccc(N3CCCC3=O)cc2)c1,2.4,-4,4.9
N#CCC(=O)Nc1ccc(C(=O)OCC(=O)c2ccc3c(c2)OCO3)cc1,1.8,-4,1.5
O=c1o[nH]c(-c2ccccc2)c1-c1ccccc1,0.1,-5,-0.4
N#CCSc1ccccc1NC(=O)COc1ccc(-c2nnco2)cc1,3.8,-2,6.5
O=C(Nc1cccc(S(=O)(=O)NC2=NCCC2)c1)c1ccc(C(F)(F)F)cc1,3.1,-6,3.3
C[C@H]1COC(=O)[C@H](CC(=O)OC(C)(C)C)C/C=C\C[C@@H](CC(=O)NCCO)C(=O)N1,0.5,-3,1.8
COc1ccc2oc(C(=O)N(CC(C)C)C3CCS(=O)(=O)C3)c(C)c2c1 (centres undefined),-1.1,-5,-2.0
O=C1CSc2ccc(C(=O)NCCc3ccc(Cl)cc3Cl)cc2N1,3.8,-4,3.8
Cc1cccc(CN2C(=O)[C@@H]3Cc4c([nH]c5ccccc45)C(C)(C)N3C2=O)c1,0.2,-5,0.8
O=C(NCC(c1ccco1)N1CCCC1)c1cc(S(=O)(=O)N2CCOCC2)ccc1Cl (centres undefined),0.6,-1,0.6
Cc1cccc(OCC(=O)Nc2nc(-c3ccncc3)cs2)c1,5.9,-2,2.8
Cc1ccc(NC(=O)CN2C(=O)NC(C)(C3CC3)C2=O)c([N+](=O)[O-])c1 (centres undefined),0.1,-7,-0.2
COc1ccc(F)cc1S(=O)(=O)Nc1cc2c3c(c1)CC(=O)N3CCC2,1.7,-1,0.4
COc1ccc(OC)c(COC(=O)c2cccc(S(=O)(=O)N3CCCCC3)c2)c1,1.8,-3,2.7
Cc1c(NS(=O)(=O)c2cc(C(=O)NCc3cccnc3)cc(Cl)c2Cl)c(=O)n(-c2ccccc2)n1C,-1.3,2,-2.2
CN(C(=O)COC(=O)c1cccc(S(=O)(=O)N2CCCCC2)c1)C1CCS(=O)(=O)C1 (centres undefined),-0.3,-2,-0.4
COc1ccc(N2CCN(C(=O)[C@@H]3CCCN3C3=NS(=O)(=O)c4ccccc43)CC2)cc1,0.5,-3,0.7
Cc1ccc(C(=O)NCC(=O)OCCOc2cccc(Cl)c2)cc1,-0.8,-4,-2.6
Fc1ccccc1-c1nnc2n1N=C(c1ccc(OC(F)F)c(OCC3CC3)c1)CS2,0.1,-3,-0.1
CCC(C)N(C(=O)CSc1ncnc2c1cnn2-c1ccccc1)C1CCS(=O)(=O)C1 (centres undefined),0.0,-6,0.3
Cc1ccc(S(=O)(=O)CCC(=O)OCC(=O)N(C)C2CCS(=O)(=O)C2)cc1 (centres undefined),-1.2,3,0.6

# The list goes on:
SMILES,V1aR counter,GalR3 antagonist,OXTR ag
CCN(CC(=O)Nc1ccc(OC)cc1)C(=O)COc1cccc2c1OC(C)(C)C2,-0.5,-3,-0.8
CCOc1cc(C(=O)OCc2ccc(OC)cc2)ccc1OCC(=O)N1CCOCC1,1.5,0,0.5
c1ccc(CN(Cc2ccccc2)Cc2nnc(-c3cc4ccccc4[nH]3)s2)cc1,0.3,-4,1.3
COc1ccc(CCC(=O)N2CCN(S(=O)(=O)c3ccc(OC(F)(F)F)cc3)CC2)cc1,4.3,-7,1.4
CSCCC(NC(=O)c1ccccc1Cl)C(=O)NNC(=O)c1csc(N2CCOCC2)n1 (centres undefined),0.7,-4,0.2
COc1ccc(C)cc1-n1nnnc1SCC(=O)NC1CC1,1.0,-2,-0.8
COc1cccc([C@@H]2CC=C(C(=O)O)[C@H](c3ccc(C)cc3)N2S(=O)(=O)c2ccc(C)cc2)c1,1.0,-2,0.8
Cc1ccc(S(=O)(=O)N2[C@@H](c3ccccc3)C(C(=O)O)=CC[C@H]2c2ccc(Cl)c(Cl)c2)cc1,0.1,-1,-1.0
CC(=O)N1CCN(CC(=O)NC(=O)Nc2ccc3c(c2)OCCO3)CC1,0.5,-3,0.6
CN(CC(=O)Nc1ccc(F)c(F)c1F)C(=O)Cn1cnc2c1c(=O)n(C)c(=O)n2C,-0.4,-5,1.4
O=C1CN(C(=O)CSc2nc3c(cnn3-c3ccccc3)c(=O)[nH]2)c2ccccc2N1,0.2,0,0.6
Cc1ccc(N2CC(NC(=O)N3CCN(C(=O)c4ccco4)CC3)CC2=O)cc1 (centres undefined),0.8,-3,2.5
O=C(COC(=O)c1ccc(F)cc1Cl)NC1CCS(=O)(=O)C1 (centres undefined),0.4,-4,0.5
Cc1ccc(NC(=O)c2ccccc2F)c(NC(=O)c2ccccc2F)c1,-1.4,-4,-2.6
Cc1cccc(C(=O)OCC(=O)NNC(=O)c2cccs2)c1O,0.7,0,2.2
COc1cc(/C=C/C(=O)OCC(=O)NCc2ccccc2OC)ccc1O,-1.1,-3,-1.5
O=C(COC(=O)/C=C/c1ccccc1Cl)Nc1cccnc1Cl,3.4,-7,2.6
O=C(CNC(=O)c1ccc(Cl)cc1Cl)OCc1nnc(-c2ccccc2)o1,0.1,-3,-1.0
COc1cccc(COC(=O)C2CCN(S(=O)(=O)c3ccc(C)cc3C)CC2)c1OC,2.3,-2,0.9
N#CCSc1ccccc1NC(=O)COC(=O)Cc1c[nH]c2ccccc12,2.9,-2,8.4
COc1ccc(NS(=O)(=O)c2cc(C(=O)N3CCC3)ccc2C)cc1,-0.1,-5,0.1
CCC1CCC2(CC1)NC(=O)N(CC(=O)N1CCc3ccccc31)C2=O (centres undefined),-0.7,-5,-1.6
C[C@H](NC(=O)c1nc[nH]c1C(=O)N1CCNCC1)C(=O)OCc1ccccc1,-1.0,7,0.2
Cc1ccc2nc(SCC(=O)NCc3ccccc3Cl)nc(=O)n2c1,-1.0,0,-1.0
COc1ccc2cc(CO)c3cc(OC)c(OC)cc3c2c1,-0.1,-4,1.0

# (cont.)
SMILES,V1aR counter,GalR3 antagonist,OXTR ag
O=C(OCC(=O)N(c1ccccc1)C1CCCCC1)c1ccc(CO)cc1,1.2,-5,0.8
Cn1c2ccccc2c(=O)c2cc(NCCCN3CCOCC3)ccc21,0.2,-5,-0.2
CCN(CC)S(=O)(=O)c1ccc(N2CCOCC2)c(NC(=O)c2sccc2C)c1,1.4,-1,-0.4
OCC[C@H]1C[C@@H](O)[C@H](O)[C@]2(CCc3ccccc3O2)O1,0.7,-3,-0.1
Cc1ccc(Cn2c(C(CO)Nc3nc(-c4ccc(Cl)c([N+](=O)[O-])c4)cs3)nc3ccccc32)cc1 (centres undefined),-0.6,-1,-1.2
O=C(COC(=O)c1ccc(F)cc1)NCC1CCCCC1,0.0,-5,-1.6
COc1ccc(NC(=O)c2cccc(S(=O)(=O)N3CCN(c4ccccc4)CC3)c2)c(OC)c1,1.6,0,-0.9
CN(C(=O)COC(=O)c1ccccc1OCc1ccc(Cl)cc1)c1c(N)n(Cc2ccccc2)c(=O)[nH]c1=O,-1.0,0,-1.0
O=C(c1cn(Cc2ccccc2)nc1-c1cccnc1)N1CCN(Cc2ccccc2)CC1,0.6,2,0.7
CCCN(CC(=O)Nc1ccccc1OC)C(=O)c1cc(-c2cccs2)nn1-c1ccccc1,-0.6,-4,-1.2
CCOC(=O)C1=C(C)N(CCCC(=O)O)C(=O)NC1c1ccc2ccccc2c1 (centres undefined),-0.1,-5,-0.4
O=C(Cc1cccs1)N1CCN(S(=O)(=O)c2ccc(Cl)c(C(F)(F)F)c2)CC1,0.9,1,-0.5
CCN(CC(=O)NCc1ccc(F)cc1)C(=O)c1ccc2c(c1)OCO2,-0.3,2,0.4
O=C(CCNS(=O)(=O)c1ccccc1)NCCSc1ccc(Br)cc1,8.1,-5,0.3
CC(C)(C)NS(=O)(=O)NC(=O)C1=C(N2CCCC2)COC1=O,1.0,-7,-0.9
Cc1cc(C(=O)CN2C(=O)C(=O)N(CC(C)C)C2=O)c(C)n1C1CC1,1.7,-1,2.8
CCN(CC(=O)Nc1ccc(NC(C)=O)cc1)C(=O)/C=C/c1cn(Cc2ccccc2)nc1-c1cccnc1,2.2,5,0.6
Cc1ccc(CN2C(=O)[C@H]3Cc4c([nH]c5ccccc45)C(C)(C)N3C2=O)cc1,0.5,-6,2.2

# Exported with two lines to a compound: part of the list above
# Value order: V1aR counter	GalR3 antagonist	OXTR ag
O=C(NC1CCCCC1)c1ccc2c(c1)S(=O)(=O)c1ccccc1C2=O
    -1.4	-1	-0.8
COc1ccc(-c2csc(NC(=O)CS(=O)(=O)c3ccccc3)n2)cc1
    3.7	-4	2.9
CCN(CC(=O)Nc1c(F)cccc1F)C(=O)c1cc([N+](=O)[O-])ccc1N1CCCCC1
    -0.5	-3	-2.4
CCOc1ccc(C(=O)NCC(=O)NNC(=O)c2cc(C)oc2C)cc1OCC
    2.1	-7	1.2
Cc1cccc(CC(=O)NCCS(=O)(=O)N2CCN(c3cccc(Cl)c3)CC2)c1
    1.6	-2	2.1
CCc1cc(C(=O)N2CCN(C(=O)c3ccco3)CC2)sc1C
    -0.1	-5	0.2
CC(=O)Nc1ccc(NC(=O)C(C)OC(=O)C2CCC2)cc1 (centres undefined)
    0.3	5	-0.5
Cc1ccc(SCC(=O)OCC(=O)NC(C)c2ccc(F)cc2)cc1 (centres undefined)
    -0.4	-5	-2.1
CC(C)(C)OC(=O)C[C@@H]1C/C=C\C[C@H](CC(=O)N[C@H](CO)Cc2ccccc2)C(=O)N2CCC[C@H]2COC1=O
    1.2	-1	0.0
Cc1cc(C)c2sc(N(CCCN(C)C)C(=O)c3ccc(S(=O)(=O)N(C)C4CCCCC4)cc3)nc2c1
    -0.7	-6	13
CC(C)(C)OC(=O)C[C@H]1C/C=C\C[C@@H](CC(=O)N(CCO)Cc2ccccc2)C(=O)N[C@H](Cc2c[nH]c3ccccc23)COC1=O
    -0.2	-4	-0.6
Nn1c(SCC(=O)NC2CCCCC2)nnc1-c1ccccc1F
    -0.7	-4	0.2

# The list is partial; the hit share may differ from the screen's.
